Screening results deposited in PubChem by The Scripps Research Institute Molecular Screening Center.
LYPLA2 inh: LYPLA2 inhibitors, primary screen, counter-screen for PME1 inhibitor project, biochemical, fluorescence polarization, FP-Rh probe ABPP; Acyl-protein thioesterase 2 (Homo sapiens), O95372; recombinant LYPLA2; inhibition, % at 5.9 µM; actives 0.38% (n = 320,000); AID 2177, 2009;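 active means inhibition above the screen-wide mean plus 3 SD, limit set per campaign, cut at about 26% in these data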;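 further: 0% = LYPLA2 with DMSO and 100% = wells lacking LYPLA2 enzyme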
Target sequence (O95372 whole entry, looked up): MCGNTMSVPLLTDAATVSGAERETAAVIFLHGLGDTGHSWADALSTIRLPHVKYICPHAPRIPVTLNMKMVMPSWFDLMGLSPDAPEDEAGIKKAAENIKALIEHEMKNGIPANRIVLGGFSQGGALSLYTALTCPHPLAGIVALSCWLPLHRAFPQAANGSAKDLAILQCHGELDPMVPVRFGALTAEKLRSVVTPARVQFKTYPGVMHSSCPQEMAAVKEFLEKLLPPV
PREPL inh: PREPL enzyme inhibitors, primary screen, biochemical, fluorescence polarization; AID 2751, 2010; Prolyl endopeptidase-like (Homo sapiens), Q4J6C6; inhibition, % at 5.96 µM; recombinant PREPL, fluorescence polarization activity-based probe; actives 0.68% (n = 320,000); in the data active means inhibition above about 43%;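 further: 0% = enzyme with DMSO and 100% = wells lacking enzyme; many of its hits are not listed in these tables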
PAD4 FP inh: human PAD4 inhibitors, primary screen, biochemical, fluorescence polarization, 1536-well format. Protein-arginine deiminase type-4 (Homo sapiens), Q9UM07. recombinant PAD4, RCA probe fluorescence polarization. inhibition, % at 6.36 µM. actives 0.41% (n = 330,000). AID 485272, 2010;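 active means percent inhibition above a cutoff equal to the mean of all tested compounds plus 3 SD, cut at about 15% in these data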;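 further: 0% = PAD4 with RCA probe and DMSO and 100% = probe without PAD4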
GSTO1 inh: inhibitors of recombinant GSTO1, primary screen, counter-screen for RBBP9 inhibitor project, biochemical, fluorescence polarization; Glutathione S-transferase omega-1 (Homo sapiens), P78417; activity-based probe fluorescence polarization; inhibition, % at 5.96 µM; actives 1.1% (n = 300,000); AID 1974, 2009;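 active means inhibition above the campaign mean inhibition plus 3 SD, cut at about 35% in these data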;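 further: 0% = GSTO1-1 with DMSO and 100% = wells lacking GSTO1-1 enzyme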
Target sequence (P78417 whole entry, looked up): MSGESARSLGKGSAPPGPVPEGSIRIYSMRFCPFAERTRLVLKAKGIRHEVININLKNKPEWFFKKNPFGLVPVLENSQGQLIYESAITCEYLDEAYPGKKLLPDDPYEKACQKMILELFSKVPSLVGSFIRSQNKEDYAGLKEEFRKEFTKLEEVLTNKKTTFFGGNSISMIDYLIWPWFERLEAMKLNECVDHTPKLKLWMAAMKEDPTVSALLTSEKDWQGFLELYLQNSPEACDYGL
PAFAH1B3 inh: PAFAH1B3 enzyme inhibitors, primary screen, biochemical, fluorescence polarization, human; Platelet-activating factor acetylhydrolase IB subunit alpha1 (Homo sapiens), Q15102; recombinant PAFAH1B3, FP-rhodamine probe; inhibition, % at 3.39 µM; actives 0.28% (n = 340,000); AID 492972, 2010;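 active means inhibition above the screen-wide average of all tested compounds plus 3 SD, cut at about 25% in these data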;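 further: 0% = enzyme with DMSO only and 100% = wells lacking PAFAH1B3 protein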
Target sequence (Q15102 whole entry, looked up): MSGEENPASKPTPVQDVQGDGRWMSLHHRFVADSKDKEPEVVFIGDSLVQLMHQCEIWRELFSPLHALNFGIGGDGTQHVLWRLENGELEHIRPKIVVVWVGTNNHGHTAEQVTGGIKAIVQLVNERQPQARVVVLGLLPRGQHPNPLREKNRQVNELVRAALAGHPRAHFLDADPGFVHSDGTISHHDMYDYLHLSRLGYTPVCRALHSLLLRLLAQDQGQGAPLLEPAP
LYPLA1 counter: LYPLA1 inhibitors, primary screen, counter-screen for PME1 inhibitor project, biochemical, fluorescence polarization, FP-Rh probe ABPP; actives 0.16% (n = 320,000); AID 2174, 2009; inhibition, % at 5.9 µM; recombinant LYPLA1; Acyl-protein thioesterase 1 (Homo sapiens), O75608;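 active means inhibition above the mean of all tested compounds plus 3 SD, set per campaign, cut at about 14% in these data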;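 further: inhibitors block serine hydrolase probe labeling of LYPLA1 so polarization falls; 0% = enzyme with DMSO and 100% = wells lacking LYPLA1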
Target sequence (O75608 whole entry, looked up): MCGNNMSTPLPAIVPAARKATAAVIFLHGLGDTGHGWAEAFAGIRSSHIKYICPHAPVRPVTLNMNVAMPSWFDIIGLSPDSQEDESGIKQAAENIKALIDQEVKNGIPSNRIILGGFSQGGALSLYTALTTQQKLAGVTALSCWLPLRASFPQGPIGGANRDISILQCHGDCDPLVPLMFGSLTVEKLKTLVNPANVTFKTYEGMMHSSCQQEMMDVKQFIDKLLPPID
PAFAH2 FP inh: PAFAH2 enzyme inhibitors, primary screen, biochemical, fluorescence polarization, human. inhibition, % at 3.39 µM. recombinant PAFAH2, FP-rhodamine activity probe. AID 492956, 2010. Platelet-activating factor acetylhydrolase 2, cytoplasmic (Homo sapiens), Q99487. actives 0.99% (n = 340,000);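 active means inhibition above the mean over all tested compounds plus 3 SD, cut at about 30% in these data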;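 further: inhibitors block probe labeling of enzyme so polarization drops; 0% = enzyme with DMSO and 100% = wells lacking PAFAH2 protein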
PAFAH1B2 inh: PAFAH1B2 enzyme inhibitors, primary screen, biochemical, fluorescence polarization, human; recombinant PAFAH1B2, FP-rhodamine activity probe; actives 1.2% (n = 340,000); inhibition, % at 3.39 µM;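 active means inhibition above the mean of all tested compounds plus 3 SD, cut at about 24% in these data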;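 further: 0% = enzyme with DMSO and 100% = wells lacking PAFAH1B2; many of its hits are not listed in these tables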
pPAFAH inh: pPAFAH enzyme inhibitors, primary screen, biochemical, fluorescence polarization, human | Platelet-activating factor acetylhydrolase (Homo sapiens), Q13093 | recombinant pPAFAH, FP-rhodamine probe fluorescence polarization | inhibition, % at 3.39 µM | actives 1.5% (n = 330,000);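 active means inhibition above the mean inhibition across the screen plus 3 SD, cut at about 25% in these data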;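 further: inhibitors block binding of the rhodamine activity-based probe so polarization drops; 0% = enzyme with DMSO and 100% = wells lacking pPAFAH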
An asterisk follows results filed as active. Only part of the results is shown (hit frequency here may not be typical).

Preview:
How did COc1ccc2c(c1)[nH]c1c(=O)n(CCc3cnc[nH]3)cnc12 do in these assays?
LYPLA2 inh: 1; PREPL inh: 1; PAD4 FP inh: -8; GSTO1 inh: 4; PAFAH1B3 inh: -8; LYPLA1 counter: 2; PAFAH2 FP inh: -4; PAFAH1B2 inh: -1; pPAFAH inh: 3

How did N#Cc1c(NCc2ccccc2)ccnc1Cl do in these assays?
LYPLA2 inh: 4; PREPL inh: 1; PAD4 FP inh: 4; GSTO1 inh: 7; PAFAH1B3 inh: 10; LYPLA1 counter: 2; PAFAH2 FP inh: 3; PAFAH1B2 inh: 9; pPAFAH inh: 6

Main list (from the top)
How did COc1ccc2c(c1)[nH]c1c(=O)n(CCc3cnc[nH]3)cnc12 do in these assays?
LYPLA2 inh: 1; PREPL inh: 1; PAD4 FP inh: -8; GSTO1 inh: 4; PAFAH1B3 inh: -8; LYPLA1 counter: 2; PAFAH2 FP inh: -4; PAFAH1B2 inh: -1; pPAFAH inh: 3

How did N#Cc1c(NCc2ccccc2)ccnc1Cl do in these assays?
LYPLA2 inh: 4; PREPL inh: 1; PAD4 FP inh: 4; GSTO1 inh: 7; PAFAH1B3 inh: 10; LYPLA1 counter: 2; PAFAH2 FP inh: 3; PAFAH1B2 inh: 9; pPAFAH inh: 6

What do the screens show for `COc1ccc(-c2nc3n(c2C)Cc2ccccc2-3)cc1`?
LYPLA2 inh: 5; PREPL inh: 14; PAD4 FP inh: -1; GSTO1 inh: -3; PAFAH1B3 inh: 2; LYPLA1 counter: 2; PAFAH2 FP inh: -2; PAFAH1B2 inh: 10; pPAFAH inh: -1

Results for CCOc1ccc(CCNC(=O)CCNC(=O)c2ccc(Br)cc2)cc1OCC ?
LYPLA2 inh: -2; PREPL inh: 1; PAD4 FP inh: -3; GSTO1 inh: 3; PAFAH1B3 inh: 7; LYPLA1 counter: 0; PAFAH2 FP inh: 0; PAFAH1B2 inh: 1; pPAFAH inh: 3

Results for Cc1ccc(S(=O)(=O)c2c(CO)c(-c3ccccc3)nn2C)cc1 ?
LYPLA2 inh: -5; PREPL inh: 16; PAD4 FP inh: -1; GSTO1 inh: 6; PAFAH1B3 inh: -3; LYPLA1 counter: -1; PAFAH2 FP inh: -1; PAFAH1B2 inh: 2; pPAFAH inh: 3

Results for COc1ccc(-c2[nH]ncc2CN2CCC(C(=O)N3CCOCC3)CC2)c(F)c1 ?
LYPLA2 inh: -7; PREPL inh: 11; PAD4 FP inh: -1; GSTO1 inh: 5; PAFAH1B3 inh: 4; LYPLA1 counter: -3; PAFAH2 FP inh: 1; PAFAH1B2 inh: -5; pPAFAH inh: 5

Results for CCOc1ccc(N(C(=O)C2CCCO2)C2C=CS(=O)(=O)C2)cc1 (stereo unspecified) ?
LYPLA2 inh: 1; PREPL inh: 0; PAD4 FP inh: 3; GSTO1 inh: 7; PAFAH1B3 inh: 2; LYPLA1 counter: -3; PAFAH2 FP inh: -4; PAFAH1B2 inh: 6; pPAFAH inh: 4

Results for N#Cc1nc(-c2ccco2)oc1NCCCn1ccnc1 ?
LYPLA2 inh: 0; PREPL inh: 14; PAD4 FP inh: -2; GSTO1 inh: 7; PAFAH1B3 inh: 5; LYPLA1 counter: 1; PAFAH2 FP inh: 4; PAFAH1B2 inh: 4; pPAFAH inh: 5

How did Cc1onc(-c2ccccc2)c1C(=O)N/N=C(\N)COc1ccc(Cl)cc1 do in these assays?
LYPLA2 inh: 5; PREPL inh: -13; PAD4 FP inh: -2; GSTO1 inh: -2; PAFAH1B3 inh: 8; LYPLA1 counter: 0; PAFAH2 FP inh: -3; PAFAH1B2 inh: 10; pPAFAH inh: -3

How did COc1ccc(CC(=O)NNS(=O)(=O)c2ccccc2[N+](=O)[O-])cc1 do in these assays?
LYPLA2 inh: 4; PREPL inh: -2; PAD4 FP inh: -3; GSTO1 inh: 3; PAFAH1B3 inh: 1; LYPLA1 counter: 2; PAFAH2 FP inh: 1; PAFAH1B2 inh: 11; pPAFAH inh: 3

Results for CC(CN1CCCCC1)OC(=O)C1c2ccccc2Oc2ccccc21 (stereo unspecified) ?
LYPLA2 inh: 1; PREPL inh: -1; PAD4 FP inh: 0; GSTO1 inh: 1; PAFAH1B3 inh: 5; LYPLA1 counter: -2; PAFAH2 FP inh: -6; PAFAH1B2 inh: -1; pPAFAH inh: -3

How did CCn1c(=O)c2cc(C(=O)NCCN(C)C)sc2c2ccccc21 do in these assays?
LYPLA2 inh: -3; PREPL inh: -1; PAD4 FP inh: 3; GSTO1 inh: 0; PAFAH1B3 inh: -3; LYPLA1 counter: -5; PAFAH2 FP inh: 9; PAFAH1B2 inh: 2; pPAFAH inh: 6

Results for N#CC(c1ccc(F)cc1)c1ccc(C(=O)c2ccc(F)cc2)cc1 (stereo unspecified) ?
LYPLA2 inh: 4; PREPL inh: -18; PAD4 FP inh: -7; GSTO1 inh: -1; PAFAH1B3 inh: 6; LYPLA1 counter: 2; PAFAH2 FP inh: 2; PAFAH1B2 inh: 8; pPAFAH inh: 0

What do the screens show for `Cc1nc(=O)c(-c2ccccc2)c(C)n1-c1ccccc1Cl`?
LYPLA2 inh: 10; PREPL inh: 10; PAD4 FP inh: -1; GSTO1 inh: 8; LYPLA1 counter: 1; pPAFAH inh: 0

How did O=C(Nc1ccccc1)c1cccc(N2C(=O)C3C4C=CC(C4)C3C2=O)c1 (stereo unspecified) do in these assays?
LYPLA2 inh: 0; PREPL inh: -5; PAD4 FP inh: 2; GSTO1 inh: -1; PAFAH1B3 inh: 21; LYPLA1 counter: -2; PAFAH2 FP inh: 11; PAFAH1B2 inh: 6; pPAFAH inh: 1

Results for CC(C)CC(=O)NC(=S)Nc1ccc(NC(=O)c2cccs2)cc1 ?
LYPLA2 inh: 2; PREPL inh: -4; PAD4 FP inh: -3; GSTO1 inh: -4; PAFAH1B3 inh: 3; LYPLA1 counter: 0; PAFAH2 FP inh: -3; PAFAH1B2 inh: 8; pPAFAH inh: -3

Results for COc1ccccc1NC(=O)Nc1ccc(CC#N)cc1 ?
LYPLA2 inh: 0; PREPL inh: 6; PAD4 FP inh: 4; GSTO1 inh: 0; PAFAH1B3 inh: 4; LYPLA1 counter: -2; PAFAH2 FP inh: 2; PAFAH1B2 inh: 2; pPAFAH inh: -1

How did COc1ccc(S(=O)(=O)N(C)C)cc1NC(=O)c1ccc2c(c1)NC(=O)C(C)S2 (stereo unspecified) do in these assays?
LYPLA2 inh: 1; PREPL inh: -3; PAD4 FP inh: 2; PAFAH1B3 inh: -1; LYPLA1 counter: -4; PAFAH2 FP inh: 0; PAFAH1B2 inh: -3; pPAFAH inh: 3

What do the screens show for `Cc1[nH][nH]c(=O)c1N=Nc1ccccc1`?
LYPLA2 inh: -3; PREPL inh: -5; PAD4 FP inh: 5; GSTO1 inh: 2; PAFAH1B3 inh: -3; LYPLA1 counter: -1; PAFAH2 FP inh: -2; PAFAH1B2 inh: 8; pPAFAH inh: 5

Results for NCC(c1ccc(Cl)cc1Cl)c1c[nH]c2ccccc12 (stereo unspecified) ?
LYPLA2 inh: 2; PREPL inh: 36; PAD4 FP inh: -4; GSTO1 inh: 0; PAFAH1B3 inh: 5; LYPLA1 counter: -2; PAFAH2 FP inh: -2; PAFAH1B2 inh: 2; pPAFAH inh: 1

How did Cc1cc(NS(=O)(=O)c2ccc(NC(=O)CSc3nnc(-c4ccco4)n3Cc3ccco3)cc2)nc(C)n1 do in these assays?
LYPLA2 inh: 6; PREPL inh: 3; PAD4 FP inh: -1; GSTO1 inh: 6; PAFAH1B3 inh: 1; LYPLA1 counter: 5; PAFAH2 FP inh: 0; PAFAH1B2 inh: 3; pPAFAH inh: -5

Results for Cc1cccc(NC(=O)CN2C(=O)COc3ccc(Cl)cc32)c1C ?
LYPLA2 inh: 0; PREPL inh: 0; PAD4 FP inh: 1; GSTO1 inh: 5; PAFAH1B3 inh: 6; LYPLA1 counter: -2; PAFAH2 FP inh: -3; PAFAH1B2 inh: -5; pPAFAH inh: 5

How did CCOC(=O)N1CCN(S(=O)(=O)c2ccc(NC(C)=O)cc2)CC1 do in these assays?
LYPLA2 inh: -4; PREPL inh: -4; PAD4 FP inh: -5; GSTO1 inh: 0; PAFAH1B3 inh: -2; LYPLA1 counter: 0; PAFAH2 FP inh: 0; PAFAH1B2 inh: 3; pPAFAH inh: 0

What do the screens show for `COc1cc(/C=C/C(=O)Nc2nnc(CC(C)(C)C)s2)cc(OC)c1OC`?
LYPLA2 inh: -6; PREPL inh: 17; PAD4 FP inh: 2; GSTO1 inh: 4; PAFAH1B3 inh: 1; LYPLA1 counter: 0; PAFAH2 FP inh: -6; PAFAH1B2 inh: 1; pPAFAH inh: 10

Results for CS(=O)(=O)c1ccc2nc(NC(=O)CS(=O)(=O)Cc3ccccc3)sc2c1 ?
LYPLA2 inh: 2; PREPL inh: 4; PAD4 FP inh: 1; GSTO1 inh: -1; PAFAH1B3 inh: -3; LYPLA1 counter: -2; PAFAH2 FP inh: 18; PAFAH1B2 inh: 4; pPAFAH inh: 4

How did CC(C)CC(=O)NC(=S)Nc1ccc(S(=O)(=O)N2CCCC2)cc1 do in these assays?
LYPLA2 inh: 3; PREPL inh: 4; PAD4 FP inh: -1; GSTO1 inh: -4; PAFAH1B3 inh: -3; LYPLA1 counter: -1; PAFAH2 FP inh: -4; PAFAH1B2 inh: -1; pPAFAH inh: 4

How did CCOCCCNC(=S)NCCCNc1nc2ccc(C)cc2cc1C#N do in these assays?
LYPLA2 inh: 0; PREPL inh: 2; PAD4 FP inh: 0; GSTO1 inh: -10; LYPLA1 counter: -1; pPAFAH inh: 3

Results for CCCCCn1c(=O)[nH]c2cc(C(=O)NCCN3CCCCC3C)ccc2c1=O (stereo unspecified) ?
LYPLA2 inh: 4; PREPL inh: -7; PAD4 FP inh: -4; GSTO1 inh: -4; PAFAH1B3 inh: 2; LYPLA1 counter: 3; PAFAH2 FP inh: -17; PAFAH1B2 inh: -6; pPAFAH inh: 4

How did C[C@H](C(O)c1ccccc1)N(C)C(=O)CN (stereo partly specified) do in these assays?
LYPLA2 inh: 7; PREPL inh: 17; PAD4 FP inh: -2; GSTO1 inh: 2; PAFAH1B3 inh: 2; LYPLA1 counter: 0; PAFAH2 FP inh: 1; PAFAH1B2 inh: 0; pPAFAH inh: -1

Results for Cc1nn(C)c(Oc2cccc(Cl)c2)c1C#N ?
LYPLA2 inh: 2; PREPL inh: -6; PAD4 FP inh: -2; GSTO1 inh: 2; PAFAH1B3 inh: 3; LYPLA1 counter: 7; PAFAH2 FP inh: -3; PAFAH1B2 inh: 3; pPAFAH inh: -1

What do the screens show for `Cc1nn(Cc2ccc(C(=O)NC3CCCCC3)o2)c(C)c1Br`?
LYPLA2 inh: 2; PREPL inh: 10; PAD4 FP inh: 0; GSTO1 inh: 1; PAFAH1B3 inh: 13; LYPLA1 counter: -3; PAFAH2 FP inh: 9; PAFAH1B2 inh: 0; pPAFAH inh: 2
